PMI inhibitors: inhibitors of human PMI, primary screen, biochemical, fluorescence intensity, coupled assay (AID 1209); Mannose-6-phosphate isomerase (Homo sapiens); inhibition, % at 20 µM; hits with a dose series show IC50 in µM; purified PMI enzyme, coupled fluorescence intensity; higher % means a stronger effect; 190,000 compounds, 0.42% hits;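 also: plate controls were DMSO vehicle for no effect and wells lacking substrate for full effect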
XIAP antagonists: XIAP antagonists, biochemical, IAP family, fluorescence polarization (AID 1018); E3 ubiquitin-protein ligase XIAP (Homo sapiens); XIAP BIR domain, fluorescence polarization peptide displacement; higher % means a stronger effect; displacement, % at 20 µM; hits with a dose series show IC50 in µM; 200,000 compounds, 0.007% hits; in the data active = displacement above about 50%; also: a part of the inactive calls stands beside numbers as strong as those of hits
human PMI inhibitors: human PMI inhibitors, high substrate, primary screen, biochemical, fluorescence intensity, high mannose 6-phosphate (AID 1220) | Mannose-6-phosphate isomerase (Homo sapiens) | recombinant PMI enzyme, coupled fluorescence intensity; higher % means a stronger effect | inhibition, % at 20 µM; hits with a dose series show IC50 in µM | 190,000 compounds, 0.66% hits
LYP inhibition: inhibitors of LYP phosphatase, biochemical, fluorescence intensity, uHTS (AID 1779) | Tyrosine-protein phosphatase non-receptor type 22 (Homo sapiens) | recombinant LYP phosphatase, fluorescence intensity; higher % means a stronger effect | one-dose inhibition, % at 11.5 µM; IC50 in µM for titrated hits | 290,000 compounds, 0.054% hits;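 also: plate controls were vehicle with enzyme for no effect and no enzyme for full effect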
Siah-1 displacement: Siah-1 peptide-binding antagonists, primary screen, biochemical, fluorescence polarization, rhodamine-plectin, uHTS (AID 1817). E3 ubiquitin-protein ligase SIAH1 (Homo sapiens). Siah-1 / rhodamine-plectin peptide fluorescence polarization; higher % means a stronger effect. displacement, % at 20 µM, or IC50 in µM where a hit was titrated. 290,000 compounds, 0.02% hits;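 active = displacement of at least 50% at 20 µM, with a fluorescence ratio check between 0.3 and a set limit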;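 also: plate controls were Siah plus tracer with DMSO for no effect and tracer alone without Siah for full effect; strong numbers were not always called active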
Dynein transport: inhibitors of GR-EGFP nuclear translocation, primary screen, dynein cargo transport inhibitor project, imaging, high-content, 3617.4 mouse cells; test concentration mostly 20 µM; stimulated with dexamethasone, 1 µM; active compounds read low; 220,000 compounds, 0.47% hits; AID 1381, 2008; z-score, hits read low;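 active = plate z-score of nuclear minus cytoplasmic receptor signal below a set negative limit, without overly bright fluorescence or cell loss, cut at about -3.5 in these data, passing the limit was not always enough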;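 also: z-score of nuclear minus cytoplasmic ring GR-EGFP intensity difference per well; some compounds called inactive have numbers as strong as hits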
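medium = tetracycline-free induction medium containing charcoal-stripped FBS | probe or stimulus = dexamethasone, 1.0 µM final | timing = 48 h induction, then 1 h compound, then 30 min agonist, 37 °C | detection = automated 10x imaging of fixed Hoechst-stained cells | read-out basis = nuclear versus cytoplasmic GR-EGFP signal, averaged per well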
M1AAP inhibition: P. falciparum M1AAP inhibitors, biochemical, fluorogenic H-Leu-NHMec substrate, 1536-well (AID 1445). recombinant M1AAP, H-Leu-NHMec fluorogenic kinetic assay; higher % means a stronger effect. inhibition, % at 30 µM; hits with a dose series show IC50 in µM. 220,000 compounds, 0.42% hits;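 active = primary inhibition above the hit cutoff, then over 50% inhibition at one or more dose response concentrations, cut at about 23% in these data, passing the limit was not always enough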;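 also: plate controls were DMSO full reaction for no effect and no enzyme background for full effect; strong numbers were not always called active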
AID2073: inhibitors of Mint1-CaV2.2 protein interaction, biochemical, HTRF (AID 2073); HTRF protein-protein interaction, Mint1-CaV2.2; higher % means a stronger effect; inhibition, % at 20 µM; hits with a dose series show IC50 in µM; 290,000 compounds, 0.19% hits; in the data active = inhibition mostly above about 51%, no sharp cut-off; also: some results filed as inactive read as strong as hits
M17LAP inhibition: P. falciparum M17LAP inhibitors, primary screen, biochemical, fluorogenic H-Leu-NHMec substrate, 1536-well (AID 1619); recombinant M17LAP, H-Leu-NHMec fluorogenic kinetic assay; higher % means a stronger effect; inhibition, % at 30 µM; hits with a dose series show IC50 in µM; 220,000 compounds, 0.38% hits;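 active = compound inhibiting the enzyme by more than half at any dose during confirmatory dose-response retesting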;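 also: plate controls were full reaction with DMSO carrier for no effect and no enzyme background for full effect; strong numbers were not always called active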
Dynein transport cytoplasmic EGFP: second read-out of Dynein transport, no call of its own (marks repeat the call); z-score; measured here: cytoplasmic GR-EGFP intensity; active compounds read high
Dynein transport nuclear GR-EGFP: second read-out of Dynein transport, no call of its own (marks repeat the call); z-score; measured here: nuclear GR-EGFP intensity;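 lower value marks the stronger effect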
Dynein transport cell count: second read-out of Dynein transport, no call of its own (marks repeat the call); z-score; measured here: cell count per field
An asterisk follows results filed as active; . = not tested or not shown. Rule as the data show it, unless noted: active = inhibition above about 50%; inactive = the rest.

SMILES	PMI inhibitors	XIAP antagonists	human PMI inhibitors	LYP inhibition	Siah-1 displacement	Dynein transport	Dynein transport cytoplasmic EGFP	Dynein transport nuclear GR-EGFP	Dynein transport cell count	M1AAP inhibition	AID2073	M17LAP inhibition
C=C(C)C1CC=C(C)/C(=N/NC(=O)c2ccc(NC(=O)CC)cc2)C1 (stereo unspecified)	-3.3%	-5.5%	-5.8%	-4.4%	-0.2%	-0.196	-0.138	0.202	0.674	9.5%	-0.1%	12.1%
CC(C)n1nc(C(=O)OCC(=O)N2CC(=O)Nc3ccccc32)c2ccccc2c1=O	-12.4%	-10.8%	-13.1%	2.2%	3.1%	1.03	-0.336	0.72	-0.00933	0.9%	-7.6%	2.0%
Cc1ccc(Nc2nc(N)nc(CCl)n2)cc1	.	.	.	-10.2%	-2.7%	-0.937	-0.102	-0.51	0.676	-0.9%	7.3%	-16.5%
COc1ccccc1Nc1nc(N)nc(CN2CCC(Cc3ccccc3)CC2)n1	6.2%	-8.1%	3.6%	1.2%	-6.5%	-0.058	-0.209	0.146	-0.764	-0.3%	-0.2%	-2.6%
CC(=O)c1ccc(N2CC(C)(C)C2=O)cc1	5.4%	-6.8%	6.7%	0.2%	-1.9%	2.38	-0.131	1.23	-0.98	-8.1%	-7.2%	6.8%
CN1CCN(C(=O)Nc2ccccc2CC[N+](=O)[O-])CC1	-2.2%	-3.8%	4.0%	-5.1%	9.2%	-0.208	-0.202	-0.0773	0.372	14.2%	-8.0%	11.0%
Cc1ccc(C2C=C(c3ccccc3)Nc3nc(N4C(=O)CCC4=O)nn32)cc1 (stereo unspecified)	-54.0%	.	-91.7%	5.5%	-0.4%	0.141	-0.153	0.25	-0.349	4.8%	21.5%	-25.9%
O=C(NN1C(=O)/C(=C/C=C/c2ccco2)SC1=S)c1ccncc1	.	.	.	2.6%	28.2%	-0.669	-0.263	0.284	0.38	17.5%	34.2%	4.5%
CCOc1ccc(C(=O)Nc2cnn(Cc3ccc(Cl)c(Cl)c3)c2)cc1	13.4%	-1.8%	7.3%	5.7%	4.9%	1.59	-0.223	-0.149	0.114	1.6%	-1.1%	-10.6%
O=C(NN1C(=O)c2ccccc2NC1c1ccc([N+](=O)[O-])o1)c1ccccc1 (stereo unspecified)	-15.5%	-13.4%	1.7%	-2.7%	-0.3%	0.337	0.204	1.06	-0.93	13.1%	17.2%	-0.5%
COc1ccc(-c2ccc([C@H]3[C@H]4C=CC[C@@H](C)[C@@H]4C(=O)N3Cc3ccccc3)c(F)c2)cc1OC	.	.	.	2.6%	2.5%	-0.466	-0.792	-0.272	0.824	8.0%	20.0%	-8.5%
Cn1c(=O)c2[nH]c(Nc3ccccc3)nc2n(C)c1=O	18.8%	-3.6%	22.8%	-6.0%	1.3%	-0.534	-0.281	-0.377	0.187	12.8%	-1.3%	3.3%
O=C(C1=C[C@H](c2ccc(Br)cc2)C[C@H](OCc2ccc(CO)cc2)O1)N1CCN(Cc2ccc3c(c2)OCO3)CC1	12.6%	-2.6%	6.1%	4.9%	0.5%	-0.928	0.292	-0.147	0.384	-0.9%	18.7%	-0.3%
Cc1ccc(NC(=O)CN(c2ccc3c(c2)OCO3)S(=O)(=O)c2c(C)n[nH]c2C)cc1	-11.6%	-10.7%	-8.0%	-0.4%	-7.1%	-1.01	-0.176	-0.378	0.0174	5.4%	22.6%	1.6%
COc1ccc(-c2nnn(Cc3nc(N)nc(N4CCCCC4)n3)n2)cc1	5.1%	-8.1%	2.5%	-2.6%	1.0%	1.51	0.0768	1.35	-2.48	-1.5%	-7.6%	2.9%
CCn1c2ccccc2c2nnc(SCC(=O)Nc3c(C)n(C)n(-c4ccccc4)c3=O)nc21	7.0%	-11.8%	5.4%	-8.6%	1.4%	0.242	-0.202	0.439	0.902	0.9%	15.4%	16.8%
O=C(Cc1ccccc1)Nc1nc2ccccc2s1	-15.6%	-1.9%	-5.4%	5.1%	3.7%	-0.131	-0.189	-0.237	0.391	9.3%	5.0%	21.0%
NC(=O)CN1N=C(c2cc(Cl)sc2Cl)CSC1=O	-9.5%	-5.7%	0.9%	4.3%	9.0%	-0.333	-0.129	-0.403	0.779	0.8%	4.6%	19.1%
CC(C)C(=O)Nc1c(-c2cccs2)c(=O)c2ccccc2n1C	6.3%	-2.9%	-1.5%	-4.8%	0.0%	-0.177	-0.0122	0.56	0.226	1.2%	-2.3%	14.3%
Cc1noc(C)c1CS(=O)(=O)c1ccc([N+](=O)[O-])cc1	-0.6%	-4.7%	-2.6%	-9.2%	-3.0%	-0.744	0.0196	-0.198	0.706	-3.2%	16.9%	-0.7%
O=CN1CCN(C(=O)Cc2ccc([N+](=O)[O-])cc2)CC1	-7.5%	-4.2%	-9.8%	-7.4%	0.7%	0.804	-0.257	0.413	-0.739	11.0%	3.6%	-2.3%
NC(=O)c1c(NC(=O)COC(=O)c2ccc(S(=O)(=O)Nc3ccccc3)cc2)sc2c1CCCC2	-10.7%	-5.2%	-8.1%	-6.0%	-4.2%	-0.27	-0.264	0.0977	0.208	6.7%	39.7%	0.8%
CCOC(=O)c1c(-c2ccc(Cl)cc2)cn2ccccc12	8.2%	-2.4%	5.4%	-10.1%	-4.0%	0.13	-0.0264	-0.0971	0.54	0.1%	1.6%	-2.4%
Cc1c([N+](=O)[O-])c(C(=O)N2CCCC2)nn1C	11.5%	-5.6%	11.5%	-8.7%	0.9%	-0.775	-0.188	-0.856	0.177	-0.7%	0.5%	11.0%
CCOC(=O)c1c(-c2ccccc2)csc1NC(=O)c1cc2ccccc2oc1=O	9.2%	-5.8%	-2.6%	6.9%	15.2%	1.49	-0.251	0.909	0.571	-8.2%	12.1%	-11.6%

The list continues.
SMILES	PMI inhibitors	XIAP antagonists	human PMI inhibitors	LYP inhibition	Siah-1 displacement	Dynein transport	Dynein transport cytoplasmic EGFP	Dynein transport nuclear GR-EGFP	Dynein transport cell count	M1AAP inhibition	AID2073	M17LAP inhibition
O=C1c2ccccc2C(O)(Cc2ccccc2)N1c1ccc2c(c1)OCO2 (stereo unspecified)	14.2%	-0.1%	16.4%	-6.3%	2.0%	0.397	-0.0731	0.404	-0.548	3.9%	14.4%	3.2%
CCOC(=O)N1CCN(C(=O)CSc2nnc(Cn3c(=O)sc4ccccc43)n2C)CC1	-8.4%	3.8%	-4.4%	-5.4%	16.9%	-0.166	-0.0699	0.271	-0.0359	-1.4%	11.2%	-4.5%
CCc1cc2c(=O)c(-c3cnn(-c4ccccc4)c3)c(C)oc2c(CN2CCCCC2)c1O	-8.6%	-3.4%	5.1%	-4.9%	-3.0%	0.564	-0.229	0.149	0.389	13.2%	19.9%	-2.0%
CCN(CC)C(=O)c1c(Cl)nc(C)c([N+](=O)[O-])c1C	0.7%	-7.1%	-11.1%	-9.3%	5.5%	1.36	-0.247	1.31	-1.23	10.1%	2.4%	-6.6%
O=C(CSc1nc2ccccc2n1CCc1ccccc1)NC1CC1	19.7%	-8.4%	12.0%	-0.5%	-1.6%	-0.0234	0.601	0.252	0.0563	6.9%	-7.1%	14.8%
O=C(NCc1cccc(C(F)(F)F)c1)C1CC(c2ccc(C(F)(F)F)cc2)=NO1 (stereo unspecified)	.	.	.	3.6%	-3.2%	-0.652	-0.739	-0.147	0.000664	2.0%	-10.1%	2.5%
COc1cc(/C=C/C(=O)O)cc2c1OCCO2	-21.5%	-3.6%	-6.8%	-2.5%	-8.5%	1.23	-0.234	1.5	-1.09	-5.3%	22.1%	1.9%
Cc1cc(C)n(-c2nc3ccccc3n3nnnc23)n1	0.2%	-2.2%	-10.4%	-1.6%	-4.4%	1.34	-0.279	1.3	-0.647	7.4%	6.0%	-14.9%
Cc1ccc(/C=N/NC(=O)c2csc(C)c2)o1	-6.1%	-2.7%	-2.4%	0.0%	4.3%	0.215	-0.174	-0.236	-1.19	14.6%	8.0%	0.0%
Cc1cccc(/C(N)=N/OC(=O)Cc2cccc3ccccc23)c1	15.5%	-3.1%	15.9%	-1.7%	11.0%	-0.013	-0.326	0.042	0.167	0.1%	0.5%	0.3%
O=C(N/N=C/c1c[nH]c2ccc(Br)cc12)c1ccn(Cc2ccc(Cl)cc2Cl)n1	9.8%	7.8%	6.3%	10.4%	-1.9%	-0.452	-0.242	-0.63	0.41	15.7%	17.8%	18.4%

Single records (already shown). Screens in order: PMI inhibitors	XIAP antagonists	human PMI inhibitors	LYP inhibition	Siah-1 displacement	Dynein transport	Dynein transport cytoplasmic EGFP	Dynein transport nuclear GR-EGFP	Dynein transport cell count	M1AAP inhibition	AID2073	M17LAP inhibition
O=C(NCc1cccc(C(F)(F)F)c1)C1CC(c2ccc(C(F)(F)F)cc2)=NO1 (stereo unspecified) is listed as .	.	.	3.6%	-3.2%	-0.652	-0.739	-0.147	0.000664	2.0%	-10.1%	2.5%
O=C(N/N=C/c1c[nH]c2ccc(Br)cc12)c1ccn(Cc2ccc(Cl)cc2Cl)n1 is listed as 9.8%	7.8%	6.3%	10.4%	-1.9%	-0.452	-0.242	-0.63	0.41	15.7%	17.8%	18.4%
CCc1cc2c(=O)c(-c3cnn(-c4ccccc4)c3)c(C)oc2c(CN2CCCCC2)c1O is listed as -8.6%	-3.4%	5.1%	-4.9%	-3.0%	0.564	-0.229	0.149	0.389	13.2%	19.9%	-2.0%
Cc1ccc(/C=N/NC(=O)c2csc(C)c2)o1 is listed as -6.1%	-2.7%	-2.4%	0.0%	4.3%	0.215	-0.174	-0.236	-1.19	14.6%	8.0%	0.0%
O=C1c2ccccc2C(O)(Cc2ccccc2)N1c1ccc2c(c1)OCO2 (stereo unspecified) is listed as 14.2%	-0.1%	16.4%	-6.3%	2.0%	0.397	-0.0731	0.404	-0.548	3.9%	14.4%	3.2%

Screening results as filed in PubChem BioAssay.

The order is random; about 2.1% have a hit in one of these screens.
